# ERp5 inh: inhibitors of ERp5-driven insulin aggregation, primary screen, biochemical, turbidity, absorbance 650 nm, single point; Protein disulfide-isomerase A6 (Homo sapiens), Q15084; AID 651711, 2012; 0.05% of 350,000 active; 90 min; inhibition, % at 9.99 µM;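 active = mean replicate inhibition above about 25%, with every replicate also reaching it, limit read from the data, passing the limit was not always enough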
# Target sequence (Q15084 whole entry, looked up): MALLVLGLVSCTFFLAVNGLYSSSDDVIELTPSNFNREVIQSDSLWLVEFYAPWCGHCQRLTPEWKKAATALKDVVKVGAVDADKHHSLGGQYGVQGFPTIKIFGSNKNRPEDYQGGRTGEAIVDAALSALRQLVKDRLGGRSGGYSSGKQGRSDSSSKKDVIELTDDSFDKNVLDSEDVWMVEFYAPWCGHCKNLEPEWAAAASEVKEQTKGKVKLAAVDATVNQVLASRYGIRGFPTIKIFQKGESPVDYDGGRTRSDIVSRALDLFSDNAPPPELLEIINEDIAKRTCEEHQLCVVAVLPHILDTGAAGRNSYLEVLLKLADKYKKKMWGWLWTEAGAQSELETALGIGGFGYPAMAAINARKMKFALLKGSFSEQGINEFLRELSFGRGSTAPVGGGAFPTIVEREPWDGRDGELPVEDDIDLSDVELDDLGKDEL
# esBAF inh: Bmi1 luciferase reporter increase in mESCs, primary screen, esBAF inhibitor project, mouse ES cells, Bmi1 luciferase knock-in, single point; 24 h; 100% = twice the neutral-well signal; reporter increase, % at 12.5 µM; 2% of 350,000 active; AID 602393, 2012; in the data active = activation above about 40%;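 note: 0% = median of the plate's neutral control wells and 100% = double that signal; a rise in the Bmi1 reporter signal indicates esBAF inhibition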
# RAD54 branch: inhibitors of human RAD54 branch migration, primary screen, biochemical, fluorescence, single point; inhibition, % at 10.4 µM; 0.14% of 360,000 active; RAD54 Holliday junction branch migration, FAM/BHQ fluorescence; DNA repair and recombination protein RAD54-like (Homo sapiens), Q92698; AID 602329, 2012;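 active = mean normalized replicate activity at least 40 and at least half of replicates scoring 40 or more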;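 note: 0% = median of neutral control wells and 100% = median of positive control wells; inhibitors cause a drop in the FAM fluorescence signal; in these data hits start at about 50%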
# XiGFP reactiv: activators of inactive X chromosome reactivation, primary screen, imaging, XiGFP fibroblasts, GFP high-content imaging, set 2 | XiGFP mouse fibroblasts, % GFP-positive cells imaging, 3 d; cells co-treated with 5-aza-dC sensitizer; scaled so ellipticine positive control = 100% | activation, % at 7.58 µM | 0.055% of 360,000 active;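 active = mean normalized replicate activation at least 10% and every replicate at or above 10%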;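 note: 0% = median of on-plate neutral control wells and 100% = ellipticine 6 µM median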
#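 System: XiGFP fibroblasts, SV40-immortalized. Medium: DMEM plus 5-aza-dC sensitizer. Doses: single point. Timing: 3 d treatment, 15 min room-temperature fixation. Control set: ellipticine 6 µM.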
# E-sel inducer: E-selectin induction in HUVECs, primary screen, imaging, HUVEC, immunofluorescence imaging, single point. P16581. normalized: neutral wells 0, TNF-alpha wells 100. activation, % at 7.58 µM. 0.37% of 260,000 active. AID 686992, 2013;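 active = mean E-selectin-positive cell signal at least 10% of the positive control, reached in at least 60% of replicates, without over 20% cell loss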;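 note: in these data hits start at about 27%; measured in HUVEC primary endothelial cells; signal is the percent of cells scored E-selectin positive by PE staining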
# Target sequence (P16581 whole entry, looked up): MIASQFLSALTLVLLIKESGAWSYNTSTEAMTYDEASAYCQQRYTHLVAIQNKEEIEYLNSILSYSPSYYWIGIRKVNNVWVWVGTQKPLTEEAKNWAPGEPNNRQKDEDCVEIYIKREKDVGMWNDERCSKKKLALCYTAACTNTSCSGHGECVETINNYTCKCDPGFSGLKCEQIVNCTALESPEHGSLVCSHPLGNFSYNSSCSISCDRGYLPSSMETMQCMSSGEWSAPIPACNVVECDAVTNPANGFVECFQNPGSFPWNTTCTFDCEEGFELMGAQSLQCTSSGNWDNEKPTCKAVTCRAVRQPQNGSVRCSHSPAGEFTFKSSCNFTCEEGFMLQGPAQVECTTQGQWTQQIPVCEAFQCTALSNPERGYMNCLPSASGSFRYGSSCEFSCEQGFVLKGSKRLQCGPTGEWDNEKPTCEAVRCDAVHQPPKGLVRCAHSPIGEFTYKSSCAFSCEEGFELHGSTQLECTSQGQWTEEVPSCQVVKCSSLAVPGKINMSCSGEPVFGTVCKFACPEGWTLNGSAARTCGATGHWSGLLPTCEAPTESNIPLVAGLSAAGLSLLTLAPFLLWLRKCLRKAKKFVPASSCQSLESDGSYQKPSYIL
#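 Assay system: HUVEC primary endothelial cells. Input: 3,000 HUVEC seeded per well. Doses: one compound dose added by pin transfer. Read-out basis: % PE-positive cells. Benchmarks: TNF-alpha high, DMSO low. Detection: immunofluorescence imaging. Buffer or medium: EGM-2, gelatin.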
# ERAP1 inh: human ERAP1 aminopeptidase inhibitors, primary screen, biochemical, single point, plate reader; Endoplasmic reticulum aminopeptidase 1 (Homo sapiens), Q9NZ08; recombinant ERAP1, Leu-AMC fluorescence, 60 min; inhibition, % at 10.7 µM; 0.15% of 340,000 active; AID 652197, 2013;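 active = mean replicate inhibition of at least 30%, or all replicates individually reaching that 30% level; inactive = mean below 30% and not every replicate reaching it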;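 note: 0% = neutral control wells and 100% = L-leucinethiol positive control wells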
# S100A4 inh HTS: inhibitors of S100A4-myosin IIA peptide binding, primary screen, biochemical, fluorescence polarization, TAMRA-MyoIIA peptide; inhibition, % at 10.7 µM; 0.14% of 360,000 active; AID 652163, 2013;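 active = mean inhibition of at least 70% across replicates, with every replicate also reaching that level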
#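 Material: S100A4 monomer (human). Medium: Calcium-containing HEPES buffer, pH 7.2. Probe or stimulus: labelled myosin peptide probe, 5 nM. Compound dosing: one concentration per compound. Timing: polarization read 5 min after assay mix addition, stable 5–60 min. Benchmarks: DMSO as neutral control, TFP as positive control.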
# RAD52 inh: RAD52 DNA annealing inhibitors, primary screen, biochemical, FRET, single point, set 2; recombinant RAD52 DNA annealing, FRET fluorescence; inhibition, % at 18.7 µM; 0.46% of 360,000 active;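 active = every replicate showing at least 50% inhibition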
# * marks the source's active call; other numbers are inactive results; nt = not tested or not shown; & = joins results of further samples.
item	structure	ERp5 inh	esBAF inh	RAD54 branch	XiGFP reactiv
1	COc1ccc(/C=C(\C#N)C(=O)C(C)(C)n2cncn2)cc1	-2	nt	nt	0.0
2	CCCNC(=O)N1[C@H](CO)[C@H](c2ccccc2C2=CCCCC2)[C@@H]1C#N	-1	nt	nt	0.0
3	CCCCNC(=O)c1cc2cc(CC)ccc2[nH]1	-2	6	nt	0.6
4	C=CCN1C(=O)C2(NC(=O)c3ccccc3N2)c2ccccc21 (centres undefined)	8	-12	nt	0.0
5	Cc1cccc(NC(=O)c2cnccn2)c1	3	12	-5	0.0
6	NNc1nc2c(Cl)cccc2s1	3	nt	-1	0.0
7	O=c1[nH]c(C2CCN(S(=O)(=O)Cc3ccccc3)CC2)nc2c1nnn2Cc1ccccc1	0	-2	-3	0.0
8	O=C(C[C@H]1C[C@H]2c3cc(NC(=O)Nc4ccccc4)ccc3O[C@H]2[C@@H](CO)O1)NC1CCCC1	4	0	3	0.4

item	E-sel inducer	ERAP1 inh	S100A4 inh HTS	RAD52 inh
1	nt	-4	2	-27
2	0.1	3	-6	1
3	4.6	1	-2	-8
4	-0.6	-5	-5	-11
5	0.5	13	-4	7
6	nt	-3	3	0
7	nt	-2	-2	-7
8	1.8	2	-7	-10

item	structure	ERp5 inh	esBAF inh	RAD54 branch	XiGFP reactiv
9	O=C(Nc1ccccc1Cc1ccccc1)c1ccccc1F	5	-3	-1	0.1
10	O=C(c1cccc(OC2CCN(Cc3cc(F)cc(F)c3)CC2)c1)N1CCCC1	-4	1	nt	0.2
11	COc1ccc(NC(=O)c2cccc(N3C(=O)C4C5C=CC(C6CC56)C4C3=O)c2)cc1 (centres undefined)	-4	-7	2	0.3
12	Cc1nc2nc(C)c(CCC(=O)NC3CCCCC3)c(C)n2n1	2	nt	nt	-0.1
13	C/C=C/c1ccc2c(c1)O[C@@H](CN(C)C(=O)c1cccc(F)c1)[C@@H](C)CN([C@@H](C)CO)S2(=O)=O	10	-1	-2	0.6
14	CC(=O)Nc1nc(-c2ccc(-c3ccccc3)cc2)cs1	3	68*	2	0.1
15	COc1ccccc1S(=O)(=O)N[C@H]1CC[C@@H](CCNC(=O)C2CCCC2)O[C@H]1CO	0	4	-1	-0.1
16	CN1[C@@H]2Cn3c(ccc(-c4ccncc4)c3=O)[C@H]1[C@@H](C(=O)N1CCC(Cc3ccccc3)CC1)[C@@H]2CO	-3	-1	-5	0.0

item	E-sel inducer	ERAP1 inh	S100A4 inh HTS	RAD52 inh
9	nt	-5	-2	4
10	nt	9	0	-10
11	nt	4	-3	-10
12	nt	0	-2	0
13	-0.1	0	-3	-2
14	0.1	0	6	-15
15	-0.1	4	-2	13
16	-0.2	-2	35	-19

item	structure	ERp5 inh	esBAF inh	RAD54 branch	XiGFP reactiv
17	CCc1nc(N)nc(N)c1-c1ccc(Cl)cc1	-2	-36	-8	0.1
18	CC(=O)c1ccc(NC(=O)Nc2sc(NS(=O)(=O)c3ccccc3)nc2C)cc1	6	1	-19	0.0
19	CCN(CC)C(=O)c1cn(CCC#N)nc1-c1ccc2ccccc2c1	0	-7	-12	-0.1
20	COc1cccc2c(=O)n(CC(=O)N3CCC(C)CC3)ccc12	0	4	8	0.0
21	Cn1cc([C@@H]2C[C@H]3CN(C4CCCC4)C(=O)[C@]34CCCN24)c(-c2ccccc2)n1	-6	nt	nt	0.0
22	CO[C@H]1CN(C)C(=O)c2cc(NC(=O)c3ccc4c(c3)OCO4)ccc2OC[C@H](C)NC[C@H]1C	6	-1	1	0.0
23	COc1ccc(C(=O)CSc2nnc(-c3cc(C)on3)o2)cc1	-3	-10	nt	0.2
24	C[C@@H]1CN([C@@H](C)CO)S(=O)(=O)c2ccc(Br)cc2O[C@H]1CN(C)S(=O)(=O)c1ccc(F)cc1	0	0	5	-0.6

item	E-sel inducer	ERAP1 inh	S100A4 inh HTS	RAD52 inh
17	0.2	-1	2&-8	-4
18	nt	-1	3	-19
19	-1.8	-2	-4	-10
20	nt	0	-4	3
21	nt	15	-2	-21
22	1.3	2	-2	3
23	-3.5	1	5	-3
24	0.1	0	1	10

item	structure	ERp5 inh	esBAF inh	RAD54 branch	XiGFP reactiv
25	CNC(=O)c1[nH]nc2c1CCc1ccccc1-2	1	1	nt	0.0
26	O=C(CCC(=O)N1CCOc2ccccc21)Nc1cc(F)ccc1F	-5	-10	3	0.1
27	O=C(Cn1[nH]c(=O)c2ccccc2c1=O)NNC(=O)c1ccccc1	-8	-4	nt	nt
28	COc1cc(/C=N/N2CCN(c3ccccc3OC)CC2)ccc1OC(C)=O	-2	13	-5	0.0
29	COc1cc2c(cc1OC)CN(C(=O)C(C)(C)C)CC2	0	1	9	nt
30	O=C(CCS(=O)(=O)c1ccccc1)Nc1nc2cc3c(cc2s1)OCO3	2	18	nt	0.0
31	O=C(NCc1ccco1)C(=O)NN=Cc1ccccc1O	2	nt	nt	0.2
32	Cc1ccc(NCc2nnc(SCC(=O)c3ccc4c(c3)OCCO4)o2)c(C)c1	7	-5	7	nt

item	E-sel inducer	ERAP1 inh	S100A4 inh HTS	RAD52 inh
25	0.0	-2	-15	5
26	nt	-2	15	-12
27	0.5	nt	0	-6
28	0.2	0	-3	-16
29	nt	-2	-2	-7
30	0.5	-1	-1	-11
31	-0.1	-4	-2	8
32	nt	1	-5	-20

# An excerpt from above in order of formula weight, ascending:
item	structure	ERp5 inh	esBAF inh	RAD54 branch	XiGFP reactiv
25	CNC(=O)c1[nH]nc2c1CCc1ccccc1-2	1	1	nt	0.0
17	CCc1nc(N)nc(N)c1-c1ccc(Cl)cc1	-2	-36	-8	0.1
29	COc1cc2c(cc1OC)CN(C(=O)C(C)(C)C)CC2	0	1	9	nt
31	O=C(NCc1ccco1)C(=O)NN=Cc1ccccc1O	2	nt	nt	0.2
20	COc1cccc2c(=O)n(CC(=O)N3CCC(C)CC3)ccc12	0	4	8	0.0
23	COc1ccc(C(=O)CSc2nnc(-c3cc(C)on3)o2)cc1	-3	-10	nt	0.2
19	CCN(CC)C(=O)c1cn(CCC#N)nc1-c1ccc2ccccc2c1	0	-7	-12	-0.1
28	COc1cc(/C=N/N2CCN(c3ccccc3OC)CC2)ccc1OC(C)=O	-2	13	-5	0.0
30	O=C(CCS(=O)(=O)c1ccccc1)Nc1nc2cc3c(cc2s1)OCO3	2	18	nt	0.0
21	Cn1cc([C@@H]2C[C@H]3CN(C4CCCC4)C(=O)[C@]34CCCN24)c(-c2ccccc2)n1	-6	nt	nt	0.0

item	E-sel inducer	ERAP1 inh	S100A4 inh HTS	RAD52 inh
25	0.0	-2	-15	5
17	0.2	-1	2&-8	-4
29	nt	-2	-2	-7
31	-0.1	-4	-2	8
20	nt	0	-4	3
23	-3.5	1	5	-3
19	-1.8	-2	-4	-10
28	0.2	0	-3	-16
30	0.5	-1	-1	-11
21	nt	15	-2	-21

item	structure	ERp5 inh	esBAF inh	RAD54 branch	XiGFP reactiv
32	Cc1ccc(NCc2nnc(SCC(=O)c3ccc4c(c3)OCCO4)o2)c(C)c1	7	-5	7	nt
18	CC(=O)c1ccc(NC(=O)Nc2sc(NS(=O)(=O)c3ccccc3)nc2C)cc1	6	1	-19	0.0
22	CO[C@H]1CN(C)C(=O)c2cc(NC(=O)c3ccc4c(c3)OCO4)ccc2OC[C@H](C)NC[C@H]1C	6	-1	1	0.0
16	CN1[C@@H]2Cn3c(ccc(-c4ccncc4)c3=O)[C@H]1[C@@H](C(=O)N1CCC(Cc3ccccc3)CC1)[C@@H]2CO	-3	-1	-5	0.0

item	E-sel inducer	ERAP1 inh	S100A4 inh HTS	RAD52 inh
32	nt	1	-5	-20
18	nt	-1	3	-19
22	1.3	2	-2	3
16	-0.2	-2	35	-19

# New compounds follow:
item	structure	ERp5 inh	esBAF inh	RAD54 branch	XiGFP reactiv
33	Cc1ccc(-c2noc(C3CCCN(C(=O)c4cccc(Cl)c4)C3)n2)o1 (centres undefined)	1	47*	0	0.0
34	O=C(O)CCCCn1c(SCc2ccccc2Cl)nc2ccsc2c1=O	0	nt	nt	0.0
35	CC(C)Sc1ncnc2[nH]ncc12	1	nt	8	0.0
36	O=C(COc1ccccc1)OCc1cc(-c2ccco2)on1	0	2	-7	0.3
37	Cc1cccc(-n2ccnc2SCC(=O)O)c1C	-2	3	-4	0.4
38	CCc1ccc(NC(=O)CNCc2ccc(OC)c(OC)c2)cc1	-1	5	0	0.0
39	CC12CCC=CC1=C(C=O)C1C2CCC2(C)C(O)CCC12 (centres undefined)	-10	-1	6	0.3
40	CCCC(=O)N(CCN1CCOCC1)c1nc2c(OC)ccc(OC)c2s1	-1	-7	5	0.1

item	E-sel inducer	ERAP1 inh	S100A4 inh HTS	RAD52 inh
33	nt	-3	-2	-46
34	nt	5	-10	-32
35	-0.8	0	-3	-2
36	-0.7	0	-1	-10
37	nt	2	-10	-8
38	0.2	3	1	4
39	0.3	-1	0	-16
40	nt	-5	7	-8

item	structure	ERp5 inh	esBAF inh	RAD54 branch	XiGFP reactiv
41	CCOc1cc(C2C(C#N)=C(N)Oc3n[nH]c(-c4ccncc4)c32)cc([N+](=O)[O-])c1O (centres undefined)	-3	nt	nt	0.0
42	COc1ccc[nH]c1=O	-6	-3	-6	nt
43	Cc1noc(C)c1S(=O)(=O)N(C)C[C@H]1Oc2ccc(NS(=O)(=O)c3cccs3)cc2C(=O)N([C@H](C)CO)C[C@H]1C	-1	-3	1	-0.7
44	Cc1cccc(-c2ccc([C@@H]3[C@@H](CO)N4CCCCN(C(=O)NC(C)C)C[C@H]34)cc2)c1	-7	-9	-15	0.1
45	COC(=O)[C@H](Cc1ccccc1)NC(=O)N(C)Cc1ccccc1	5	nt	nt	-0.1
46	C[C@@H]1CCCCO[C@H](CN(C)S(=O)(=O)c2ccc(Cl)cc2)[C@@H](C)CN([C@@H](C)CO)C(=O)c2cc(NC(=O)c3ccncc3)ccc2O1	0	0	-3	0.0
47	CCCCCC(=O)Nc1cc(S(=O)(=O)N2CCOCC2)ccc1N1CCCC1	-1	nt	-3	-0.1
48	CC(C)CC(=O)Nc1ccc(Cc2ccncc2)cc1	-3	10	-3	0.0
49	CCOC(=O)c1[nH]nc(-c2cc(CC)c(O)cc2O)c1-c1cscn1	7	nt	-4	nt
50	COc1ccc(OCCNC(=O)Nc2cc(F)c(F)cc2Cl)cc1	-3	-2	0	0.3
51	COc1ccc(NC(=O)Nc2ccc3c(c2)CC(=O)N([C@@H](C)CO)C[C@H](C)[C@@H](CN(C)C(=O)Nc2ccc(OC)cc2)O3)cc1	0	2	3	0.3

item	E-sel inducer	ERAP1 inh	S100A4 inh HTS	RAD52 inh
41	nt	-6	-1	-7
42	nt	-3	-3	-8
43	-0.3	0	-4	-10
44	0.3	-2	-9	5
45	0.0	-3	0	-3
46	nt	3	-13	7
47	0.0	-4	1	-10
48	-0.2	-1	-4	-2
49	nt	-1	-7	-6
50	nt	0	-2	-16
51	-0.3	-1	6	13

# Screening results: PubChem BioAssay, Broad Institute
